GlmU inhibition: inhibition of mycobacterial GlmU enzyme – biochemical, glucosamine-1-phosphate acetyltransferase (AID 1376); inhibition, %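 (tested at 30 µM in the primary screen)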, or IC50 in µM where a hit was titrated; hit rate 0.25% among 220,000; M. tuberculosis GlmU acetyltransferase enzyme assay; higher % means a stronger effect; Bifunctional protein GlmU (Mycobacterium tuberculosis (strain ATCC 25618 / H37Rv)); in the data active = inhibition above about 13%;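 also: 0% = complete reaction with vehicle and 100% = reaction without substrate; strong numbers were not always called active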
RmlCD inh 1536: M. tuberculosis RmlC/RmlD coupled enzyme inhibitors, primary screen, biochemical, compound mixtures, 384-well, from 1536-well plates | dTDP-4-dehydrorhamnose reductase (Mycobacterium tuberculosis (strain ATCC 25618 / H37Rv)) … | hit rate 0.03% among 160,000 | RmlC+RmlD coupled enzyme assay, percent inhibition; primary screen in compound mixtures | inhibition, % at 3.6 µM; in the data active = inhibition mostly above about 34%, no sharp cut-off; also: some results filed as inactive read as strong as hits
Target sequence (P9WH09 whole entry, looked up): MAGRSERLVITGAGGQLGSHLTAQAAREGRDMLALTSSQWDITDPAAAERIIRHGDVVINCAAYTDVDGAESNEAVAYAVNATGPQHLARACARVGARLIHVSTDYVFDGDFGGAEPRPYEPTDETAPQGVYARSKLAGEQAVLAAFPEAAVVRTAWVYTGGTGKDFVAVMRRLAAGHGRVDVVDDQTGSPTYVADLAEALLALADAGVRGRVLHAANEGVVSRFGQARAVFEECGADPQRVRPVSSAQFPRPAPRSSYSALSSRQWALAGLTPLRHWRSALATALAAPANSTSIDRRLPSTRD
Target sequence (P9WH11 whole entry, looked up): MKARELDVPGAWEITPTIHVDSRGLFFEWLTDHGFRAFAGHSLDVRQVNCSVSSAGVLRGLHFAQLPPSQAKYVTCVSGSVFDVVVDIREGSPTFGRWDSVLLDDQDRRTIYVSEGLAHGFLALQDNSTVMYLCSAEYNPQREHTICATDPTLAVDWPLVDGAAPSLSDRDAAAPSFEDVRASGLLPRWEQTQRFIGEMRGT
* marks the source's active call; other numbers are inactive results; x = no result given; & = joins results of further samples. A portion of the library; the hit share may differ from the screen's.

SMILES	GlmU inhibition	RmlCD inh 1536
Cc1ccc(CCNC(=O)C2CCCN(S(=O)(=O)c3c(C)noc3/C=C/N(C)C)C2)cc1 (stereo unspecified)	-1.2%	3
O=C1CCC(=O)N1CC(=O)N1c2ccccc2Sc2ccccc21	-2.6%	9
O=C(CN(Cc1ccco1)C(=O)c1ccccc1)Nc1ccc(Cl)c(Cl)c1	-0.7%	x
CC(C#CCN1CCCCC1)OCCOCc1ccccc1 (stereo unspecified)	-4.0%	x
Cc1nc(N)sc1N=Nc1c(C)n(C)n(-c2ccccc2)c1=O	1.2%	x
O=C(CSC1=NCCS1)Nc1nc(-c2ccccc2)cs1	3.9%	x
CCOc1cc2[nH]c(=S)n(CC3CCCN3CC)c(=O)c2cc1OCC (stereo unspecified)	1.9%	-4
CCOC(=O)N1N=C(c2ccc(OC)cc2)CC1(O)C(F)(F)F (stereo unspecified)	1.9%	-3
Cc1cc(N2CCCC2)ccc1/C=C1\NC(=S)N(C)C1=O	0.8%	-12
Cc1cc(N2CCOCC2)nc2ccc(NC(=S)N3CCN(Cc4ccccc4)CC3)cc12	6.8%	6
CC(C)CCc1c(O)nc(SCC(C)C)[nH]c1=O	2.2%	12
CCC1=Nc2cc(C(=O)NCc3ccco3)ccc2Sc2ccc(C)cc21	2.4%	66
C=CCn1c(SCC(=O)c2ccc(Cl)cc2)nnc1-c1ccc2c(c1)OCO2	2.7%	x
COc1cc(NC(=O)C2CCN(S(=O)(=O)c3ccc(Cl)cc3)CC2)ccc1-n1cnnn1	-4.1%	10
CC(/C=N/Nc1nc(C)cc(=O)[nH]1)=C\c1ccccc1	-1.7%	8
Cc1ccc(C(=O)NC(c2ccccc2)C(Cl)Cl)cc1 (stereo unspecified)	-6.2%	-9
CC(=O)Oc1ccc(N(c2ccccc2)S(=O)(=O)c2ccc(C)cc2)cc1	-4.0%	12
COC(=O)Cc1ccc(NC(=S)N2CCN(c3ccc(F)cc3)CC2)cc1	-2.2%	2
Cc1cc(C)nc(SCCn2c(N3CCCCC3)nc3c2c(=O)n(C)c(=O)n3C)n1	1.1%	x
CCc1ccc2oc(=O)cc(CN(C)Cc3ccccc3)c2c1	-5.1%	-8
O=C(Nc1ccc(Cl)cc1)OCc1cc(-c2ccccc2Cl)on1	x	-2
COc1ccc(S(=O)(=O)NCCSCc2cccc(C)c2)cc1Br	2.7%	x
COc1cc(OC)c(C(=O)COc2ncnc3ccccc23)c(OC)c1	4.9%	4
CCN(CC)C(=O)CSc1nc(O)cc(=O)n1C	0.3%	x
CCOC(=O)C1CCN(C(=O)CCc2c(C)nc3c(-c4ccc(F)cc4)c(C)nn3c2C)CC1	0.0%	-4
Cc1cccc(CSCCNC(=O)c2ccc(N(C)S(=O)(=O)c3ccccc3)cc2)c1	2.3%	x
Cc1ccc(-c2c[n+](CC(=O)Nc3ccccc3C)c3n2CCC3)cc1	-2.2%	-9
Cn1c(=O)oc2cc(S(=O)(=O)N3CCC4(CC3)OCCO4)ccc21	-4.7%	32
COC(=O)C(=C/C(C)=C/c1cccnc1)C(=O)OC	1.8%	-9
COc1ccc(-c2csc(Cc3nnc4n3CCCCC4)n2)cc1	-0.2%	x

In the list so far, two contain a furan ring, fused or not.
SMILES	GlmU inhibition	RmlCD inh 1536
O=C(CN(Cc1ccco1)C(=O)c1ccccc1)Nc1ccc(Cl)c(Cl)c1	-0.7%	x
CCC1=Nc2cc(C(=O)NCc3ccco3)ccc2Sc2ccc(C)cc21	2.4%	66

New compounds follow
SMILES	GlmU inhibition	RmlCD inh 1536
CC12CN(C(=S)Nc3ccccc3)CC(C)(CN(C(=S)Nc3ccccc3)C1)C2=O	-0.1%	12
CC(C)c1ccc(NC(=O)C2CCN(S(C)(=O)=O)CC2)cc1	1.7%	-13
Cc1cc(C)n(/N=C/c2ccco2)c(=O)c1C#N	-3.2%	-11
COc1ccc(NC(=O)c2cccs2)c([N+](=O)[O-])c1	-0.6%	10
O=C(Nc1ccc(Cl)cn1)c1ccc([N+](=O)[O-])o1	-0.8%	x
Oc1ccc(-c2n[nH]c(=S)n2Cc2ccccc2)cc1	3.2%	9
Clc1ccc(SCCCCn2ccnc2)cc1	-2.7%	-6
CCSc1nnc(NC(=O)CSc2nc3c(c(=O)n2CCOC)SC(C)C3)s1 (stereo unspecified)	2.9%	x
O=C(Nc1ccccc1)/C(=C/c1ccccc1)NC(=O)c1ccco1	3.0%	-4
COC(=O)c1[nH]c2ccc(Br)cc2c1NC(=O)CN1CCN(C2CCCCC2)CC1	-3.6%	-9
O=[N+]([O-])c1cc(CN2CCN(c3cccc(C(F)(F)F)c3)CC2)c2cccnc2c1O	-3.9%	-1
O=C(O)c1ccc(-c2noc(-c3ccccc3Cl)n2)cc1	1.5%	x
COc1cc(C2C(C#N)=C(N)N(c3sc4c(c3C#N)CCCC4)C3=C2C(=O)CC(C)(C)C3)cc(OC)c1OC (stereo unspecified)	-3.9%	x
Cn1c(=O)c2c(nc(CN3CCc4ccccc4C3)n2Cc2ccccc2)n(C)c1=O	1.6%	0
CSc1ncnc2c1cnn2-c1ccc(C)cc1C	-7.8%	9
CC1CC(C)CN(C(=O)C(NS(=O)(=O)c2ccc(Br)s2)c2ccccc2)C1 (stereo unspecified)	0.0%	-7
Cc1nc(N[C@@H](Cc2c[nH]c3ccccc23)C(=O)O)c2oc3ccccc3c2n1	x	0
COc1ccc(-c2nnn(CC(=O)N(CCCO)C(C(=O)NC3CCCC3)c3ccncc3)n2)cc1 (stereo unspecified)	-6.6%	12
O=C(CC(NC(=O)OCc1ccccc1)C(=O)O)OCc1ccccc1 (stereo unspecified)	-0.8%	-9
COc1ccc(-c2ccc(SCc3cccnc3)nn2)cc1OC	-1.4%	-6
O=C(Nc1ccc2cn[nH]c2c1)c1ccc(Cl)c(S(=O)(=O)N2CCOCC2)c1	0.2%	-1
Cc1cccc(C2CC(c3ccc(Br)cc3)Nc3nc(N)nn32)c1 (stereo unspecified)	1.1%	x
CCCn1nc(C(=O)N2CC(=O)Nc3ccccc32)c2ccccc2c1=O	1.2%	12
CCOC(=O)[C@@H]1CCNC[C@@H]1c1ccccc1	1.3%	-3
C#CCOc1ccc(Br)cc1/C=N/O	-4.3%	-1
CN(/N=C/Cc1nnnn1-c1ccc(Cl)cc1)c1ccccc1	3.3%	-14
O=c1cc(CSCc2ccc(Cl)cc2)[nH]c(=O)[nH]1	-2.4%	12
Cc1ccc(-c2ccc(/C=C3/NC(=O)NC3=O)o2)cc1[N+](=O)[O-]	1.3%	x
CCN(CC)CCN(CC(=O)N(C1CCCCC1)C1CCCCC1)C(=O)c1cccnc1	7.2%	10
CCOc1cc(/C=C(/C#N)c2ccc(Cl)cc2)cc(Cl)c1OCC(=O)O	4.8%	-7

Grouped by structure, the entries above containing a thiophene ring, fused or not (3)
SMILES	GlmU inhibition	RmlCD inh 1536
COc1ccc(NC(=O)c2cccs2)c([N+](=O)[O-])c1	-0.6%	10
COc1cc(C2C(C#N)=C(N)N(c3sc4c(c3C#N)CCCC4)C3=C2C(=O)CC(C)(C)C3)cc(OC)c1OC (stereo unspecified)	-3.9%	x
CC1CC(C)CN(C(=O)C(NS(=O)(=O)c2ccc(Br)s2)c2ccccc2)C1 (stereo unspecified)	0.0%	-7

Next results:
SMILES	GlmU inhibition	RmlCD inh 1536
COc1ccc(CCNC(=O)c2ccc(CN3CCC(Cc4ccccc4)CC3)cc2)cc1OC	-5.7%	28
CC(C)NS(=O)(=O)c1ccc(NC(=O)Cc2cccs2)cc1	1.7%	-4
CC(C)C(NS(=O)(=O)c1ccc2c(c1)oc(=O)n2C)C(=O)N1CCN(Cc2ccccc2)CC1 (stereo unspecified)	6.2%	-8
COC(=O)CSc1nc2cc(C)cc(C)c2cc1C#N	3.8%	2
CCCC(=O)c1c(C)c2ccccc2n1C	-1.6%	-4
CN1CCN(C(=O)c2cc(-c3ccccc3)on2)CC1	2.3%	x
O=C(c1ccc(S(=O)(=O)c2ccccc2Cl)c([N+](=O)[O-])c1)N1CCN(Cc2ccccc2)CC1	0.0%	-8
O=C(NC1CCCCC1)[C@@H]1CC=C[C@@H]2CCN(Cc3ccccc3)C(=O)[C@@H]21	0.3%	x
COc1n[nH]c2nncnc12	1.3%	7
CSc1nn2c(C)c(C)c(C)nc2c1C#N	-3.3%	-7
COc1ccccc1-c1cc(-c2ccc(C)cc2)nc(SCc2nnc(-c3ccccc3)o2)c1C#N	0.2%	x
CCN(CC)c1ccc(C=C2C(=O)NC(=S)NC2=O)cc1	-4.9%	x
O=S(=O)(c1ccccc1)N1CCC(n2nnc3cc(F)ccc32)CC1	-3.9%	x
CC(=O)Nc1ccc(CN2CCN(c3cccc(C(F)(F)F)c3)CC2)cc1	0.6%	6
Oc1ccccc1/C=N/N1CCN(c2ccccn2)CC1	1.4%	x
Cc1nc([N+](=O)[O-])cn1CC(=O)NCCCO	-5.7%	9
O=C(Nc1ccc(Cl)cc1F)C1CCN(S(=O)(=O)c2cccnc2)CC1	4.6%	-6
COCCNC(=O)c1nn2cccnc2c1Cl	-1.5%	15
O=C(Nc1ccccc1)C1=C[C@H](C2CC2)C[C@H](OCCCCO)O1	0.7%	x
COc1ccc(NC(=O)c2nc[nH]c2C(=O)NCC(=O)OC(C)(C)C)cc1	6.0%	-9
CCOC(=O)NC(=O)/C(C=Nc1ccc(Cl)cc1)=C(\C)O	-7.9%	-9
CC(=O)c1c(C)[nH]c(C(=O)OCC(=O)N2c3ccccc3NC(=O)C2(C)C)c1C	-1.1%	5
CN(C)/C=C/c1oc2ccc(O)cc2c1[N+](=O)[O-]	-0.9%	5
Nc1c(S(=O)(=O)c2ccccc2)c2nc3ccccc3nc2n1CCN1CCOCC1	-7.3%	x
COc1ccccc1OCCC(=O)OCC(=O)NCc1ccccc1	-0.1%	-5
Cn1c(=O)cc(NCc2ccccc2)[nH]c1=O	1.7%	-8
CN(c1cc(=O)n2ccccc2n1)C1CCCCC1	3.5%	x
CNc1oc(C)nc1S(=O)(=O)c1ccc(C)cc1	x	12
CCOC(=O)c1c(NC(=O)c2nn(C)cc2[N+](=O)[O-])sc(C)c1C	-2.6%	8
CC(C)(C)CN1CCNC(=O)C1CC(=O)NCCN1CCCc2ccccc21 (stereo unspecified)	-4.5%	x

Overlap with the part before: 6 compounds, followed by the next part.
SMILES	GlmU inhibition	RmlCD inh 1536
COc1ccccc1OCCC(=O)OCC(=O)NCc1ccccc1	-0.1%	-5
Cn1c(=O)cc(NCc2ccccc2)[nH]c1=O	1.7%	-8
CN(c1cc(=O)n2ccccc2n1)C1CCCCC1	3.5%	x
CNc1oc(C)nc1S(=O)(=O)c1ccc(C)cc1	x	12
CCOC(=O)c1c(NC(=O)c2nn(C)cc2[N+](=O)[O-])sc(C)c1C	-2.6%	8
CC(C)(C)CN1CCNC(=O)C1CC(=O)NCCN1CCCc2ccccc21 (stereo unspecified)	-4.5%	x
O=C1c2ccccc2C(Nc2ccc(S(=O)(=O)N3CCCCCC3)cc2)N1Cc1ccco1 (stereo unspecified)	-2.5%&0.3%	x
CCNc1nc(NCC)nc(C(=O)OCCO)n1	2.4%	15
CC1CC2(O)c3no[n+]([O-])c3CCC2N1O (stereo unspecified)	-2.8%	x
N#Cc1sc(C(N)=O)c(-c2ccccc2)c1-c1ccccc1	0.8%	-3
COc1ccc(CCNC(=O)CSc2nc3ccccc3o2)cc1	2.2%	x
N#C/C(=C(/O)CN1CCOCC1)c1nc(-c2ccccc2)cs1	3.1%	-5
COc1cc(CNCc2cccs2)ccc1OCC(=O)NC(C)(C)C	2.8%	12
CN(C)C(=O)CSc1nc2ccccc2n1CC(=O)N1CCN(c2ccccc2)CC1	-1.0%	x
Cc1ccc(-c2csc(NC(=O)CSc3nc4ccccc4o3)n2)cc1	0.0%	7
COC(=O)c1sccc1NC(=S)Nc1cc(C)cc(C)c1	-0.2%	x
COCCCNC(=S)Nc1ccccc1C	2.1%	x
O=C(O)COc1ccc(-c2nccc(-c3cccs3)n2)cc1	x	-6
O=C(CN1C(=O)c2ccccc2S1(=O)=O)N1CCN(c2ccc(F)cc2)CC1	1.7%	-8
CCCCCCCCCCCC1=C(O)C(=O)C=C(O)C1=O	1.8%	x
COc1cc(OC)cc(C(=O)OCCNC(=O)Cn2cnc3c2c(=O)n(C)c(=O)n3C)c1	-0.6%	10
COc1ccc2c(c1OC)C(=O)c1ccccc1C2=O	2.2%	-1
COc1ccccc1C(=O)NNC(=O)c1ccccc1[N+](=O)[O-]	-1.5%	-12
COc1cc(-c2nnc(SCC(=O)c3cc(C)n(CC4CCCO4)c3C)o2)cc(OC)c1OC (stereo unspecified)	4.9%	x
Cc1nn(C(=O)C2CC2)c(C)c1Sc1ccc(Cl)cc1	1.8%	8
NCCCC[C@H]1CNC(=O)C(=O)N1CCc1cccc(F)c1	-1.8%	-5
CC(C)OC(=O)c1cc(NC(=O)c2nn(C)cc2Br)cc(C(=O)OC(C)C)c1	2.5%	x
O=C(COc1ccc(Cl)cc1)NCc1nnc(SCC(=O)NCCc2ccccc2)o1	-3.0%	x
CC(O)Cc1cn(CC(=O)N2CCNCC2)nn1 (stereo unspecified)	3.7%	6
C=C(C)C(C)(C#CCN1CCCC1)OC(C)=O (stereo unspecified)	0.0%	x
S=C1NCN(CCc2ccccc2)CN1Cc1ccccc1	-1.6%	11
CCCCC1=CC2=C(c3ccco3)C(=O)C(C)(OC(=O)c3ccc(OC)cc3)C(=O)C2=CN1C(CO)CO (stereo unspecified)	5.8%	x
CCOC(=O)C1=C(CNCCOc2ccc(OC)cc2)NC(=O)NC1c1ccc2c(c1)OCO2 (stereo unspecified)	-7.4%	x
Cc1cc(C(=O)CSc2ccc(F)cc2)cc(C)c1OC(=S)N(C)C	1.7%	10
